# GoLoco inh red – inhibitors of human Gai1-RGS12 GoLoco interaction (red fluorophore); Gai1:RGS12 GoLoco peptide FP, rhodamine, 10 min; P63096; actives 0.44% (n = 230,000); Potency, µM (doses to about 61.6 µM), inactives show at the highest dose activity, negative = inhibition, actives largely listed as inhibitors; active = well fitted inhibition curve with a large enough effect, not every such curve was filed as active; inactive = no such curve, though single readings can be large or run the other way; also: % is scaled to controls: 0 for no effect and ±100 for the full control effect; nearly all actives have a fitted effect of over 30% in size; many of its hits are not listed in these tables
# ALDH1A1 block – blocks purified human ALDH1A1 activity; P00352; Purified ALDH1A1, NADH fluorescence, propionaldehyde substrate; Potency, µM (series often up to 75.3 µM), without a hit: at the top dose activity, negative = inhibition, most hits filed as inhibitors; actives 7.3% (n = 220,000); AID 1030; active = well fitted inhibition curve with a large enough effect, not every such curve was filed as active; inconclusive = small, poorly fitted or top-dose-only effect, or another doubt; inactive = no such curve, though single readings can be large or run the other way;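 also: plate controls were no enzyme wells and a reference inhibitor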
# TRb SRC2 PPI – TRbeta-SRC2 interaction inhibition | TRbeta-SRC2 peptide binding, fluorescence polarization; receptor liganded with 1 µM T3 | Potency, µM (highest dose often 106 µM), for the others: at the highest dose activity change, negative = inhibition, hits mostly inhibitors | AID 1469 | actives 0.065% (n = 280,000) | P10828;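 also: plate controls were bound peptide for no effect and peptide without receptor for full effect; nearly all actives have a fitted effect of over 50% in size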
# Target sequence (P10828 whole entry, looked up): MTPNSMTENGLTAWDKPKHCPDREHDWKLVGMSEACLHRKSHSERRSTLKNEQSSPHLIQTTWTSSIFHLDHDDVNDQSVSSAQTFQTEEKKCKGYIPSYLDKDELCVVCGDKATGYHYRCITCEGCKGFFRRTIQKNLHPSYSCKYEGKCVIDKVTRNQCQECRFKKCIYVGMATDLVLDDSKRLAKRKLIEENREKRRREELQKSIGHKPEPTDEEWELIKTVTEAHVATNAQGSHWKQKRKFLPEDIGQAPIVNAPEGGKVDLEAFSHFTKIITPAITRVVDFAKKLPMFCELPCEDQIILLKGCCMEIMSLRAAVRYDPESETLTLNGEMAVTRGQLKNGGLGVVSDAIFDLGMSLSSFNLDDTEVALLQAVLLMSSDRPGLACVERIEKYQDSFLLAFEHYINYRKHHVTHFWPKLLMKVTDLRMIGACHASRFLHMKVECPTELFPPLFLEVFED
#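 Compounds were added to 0.6 uM TRb ligand-binding domain and 20 nM Texas Red-labeled SRC2 peptide in Tris buffer containing 1 uM T3, incubated 5 hr at ambient temperature, then read by fluorescence polarization.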
# TR SRC2 fluor cs – Texas Red fluorescence interference in TRb-SRC2 counter-screen; actives 0.29% (n = 280,000); TRb/SRC2 Texas Red total fluorescence interference; Potency, µM (doses to about 106 µM), without a hit: at the highest dose fluorescence change, negative = quenching; active = well fitted curve in either direction with a large enough effect; inconclusive = small, poorly fitted or top-dose-only effect; also: % is scaled to controls: 0 for no effect and ±100 for the full control effect
#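 Human TRb ligand-binding domain at 0.6 uM with 20 nM Texas Red SRC2 peptide in Tris buffer containing 1 uM T3 and 5% DMSO, incubated with compound 5 h at ambient temperature. Total fluorescence (555/632 nm) calculated as parallel + 2 × perpendicular.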
# SMN2 splice enh – SMN2 splice variant enhancement. AID 1458. actives 2.8% (n = 210,000). Potency, µM (titrated, usually from 46.1 µM), for inactives: at the top dose activity change, positive = activation, hits mostly activators. HEK293 SMN2-luciferase splicing reporter, luminescence, 30-36 h; also: % of control where 0% means no effect; nearly all actives have a fitted effect of over 55% in size
#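 HEK293 cells carry an SMN2 […]–luciferase reporter in which exon 7 inclusion puts luciferase in frame. Cells were plated 10-12 h before compound addition, then incubated 30-36 h at 37C. ONE-Glo luminescence was read; sodium butyrate at 4.5 mM final served as control.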
# KDM4E inh – inhibitors of human JMJD2E histone demethylase; B2RXH2; AID 2147; actives 1.6% (n = 230,000); Potency, µM (highest dose often 57.1 µM), for the others: top-dose activity change, negative = inhibition, usual class: inhibitors; JMJD2E catalytic domain, FDH-coupled NADH fluorescence (FDH is formaldehyde dehydrogenase); active = well fitted inhibition curve with a large enough effect, not every such curve was filed as active; inconclusive = small, poorly fitted or top-dose-only effect, or another doubt; inactive = no such curve, though single readings can be large or run the other way;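 also: 0% = wells with enzyme and -100% = buffer wells without enzyme; nearly all actives have a fitted effect of over 50% in size; many of its hits are not listed in these tables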
# Target sequence (B2RXH2 1-337 limits assumed): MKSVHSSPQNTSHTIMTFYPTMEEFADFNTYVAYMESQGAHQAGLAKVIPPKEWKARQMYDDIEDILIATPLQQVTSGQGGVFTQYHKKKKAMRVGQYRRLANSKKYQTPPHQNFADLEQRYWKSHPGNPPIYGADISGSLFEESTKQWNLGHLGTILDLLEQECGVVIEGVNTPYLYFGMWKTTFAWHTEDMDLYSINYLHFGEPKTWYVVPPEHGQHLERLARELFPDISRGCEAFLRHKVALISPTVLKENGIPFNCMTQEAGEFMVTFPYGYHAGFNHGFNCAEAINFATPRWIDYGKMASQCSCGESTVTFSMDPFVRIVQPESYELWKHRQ
# Lamin A splicing – LMNA splicing modulation | HeLa LMNA splicing GFP/RFP minigene ratio, 48 h | Potency, µM (series often up to 46.1 µM), without a hit: at the highest dose ratio change, negative = inhibition, usual class: inhibitors | actives 0.01% (n = 200,000) | AID 1487; active = well fitted inhibition curve with a large enough effect in the signal ratio, with a control signal flat, not every such curve was filed as active; inconclusive = small, poorly fitted or top-dose-only effect, or effect the other way, or a change in a side signal; the % refers to the signal ratio; also: % is scaled to controls: 0 for no effect and ±100 for the full control effect
#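 S3 HeLa stable clones carrying a lamin A-EGFP splicing minigene plus DsRed2 were seeded at 600 cells/well in Opti-MEM with 2% FBS, pin-dosed and incubated 48 h at 37°C. Acumen cytometry (488 nm) gave the GFP/RFP total-intensity ratio.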
# RECQ1 inh – inhibitors of human RECQ1 DNA helicase; RECQ1 DNA unwinding, red fluorescence kinetic read; actives 0.54% (n = 240,000); P46063; Potency, µM (titrated, usually from 57.3 µM), for the others: top-dose activity, negative = inhibition, most hits filed as inhibitors;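 also: plate controls were vehicle for no effect and no enzyme for full effect; nearly all actives have a fitted effect of over 30% in size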
#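 RECQ1T1 50 nM; forked duplex (20 bp + 30-nt ss tails) 200 nM, ATP 2 mM final; pH 8.0, 2 mM MgCl2, 2.5 ug/ml poly(dI-dC); 15 min compound preincubation; discontinuous kinetic read over 2 h at RT.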
# * hit, by the source's call; i = inactive; ? = inconclusive; . = no result given; & = joins results of further samples; [ ] = dose if it differs, or a comment. Unless noted, calls follow the shape of the dose curve; as a rule, active = well fitted curve in the direction sought with a large enough effect; inconclusive = small, poorly fitted or top-dose-only effect, or another doubt; inactive = no such curve, though single readings can be large; an effect the other way counts as inactive or inconclusive. Potency is read from the fitted curve at half-maximal effect.
SMILES,GoLoco inh red,ALDH1A1 block,TRb SRC2 PPI,TR SRC2 fluor cs,SMN2 splice enh,KDM4E inh,Lamin A splicing,RECQ1 inh
COc1ccc([N+](=O)[O-])cc1NC(=O)C(C)N(C)Cc1cccc(OC)c1OC (stereo not drawn),7%,?,4%,-22%,-30%,-5%,?,-2%
COc1ccc(C)cc1NC(=O)C(OC(=O)C1CC1)c1ccccc1 (stereo not drawn),13%,4µM*,5%,-2%,21%,1%,-18%[46 µM],-5%
S=c1[nH]cc(-c2ccccc2)n1-c1cccc(Cl)c1,5%,?,-5%,0%,-27%,?,?,-3%
COc1ccc(CCNC(N)=S)cc1OC,9%,11%,-8%,1%,-7%,15%,3%,-5%
Cc1ccc(-c2cc(C(=O)O)c3cc(Br)ccc3n2)o1,-20%,?,1%,-5%,19%,?,-4%,?
CCOC(=O)C1CCN(C(=O)c2ccc(Cl)c(S(=O)(=O)N3CCOCC3)c2)CC1,-5%,4%,-1%,2%,-6%,2%,9%,-13%
C=CCOCCN1C(=O)C2C(c3ccccc3)C=CC(c3ccccc3)C2C1=O (stereo not drawn),9%,9%,6%,0%,-8%,-11%,1%,0%
COc1ccc(CC(=O)Nc2ccc3nc(SC)sc3c2)cc1OC,-5%,-6%,0%,-1%,0%,-6%,-19%[46 µM],i
Cc1ccc2[nH]c3nc(CCCn4ccnc4-c4ccccc4)nnc3c2c1,.,-11%[13.5 µM],0%[11.2 µM],0%[11.2 µM],.,.,.,i[11.5 µM]
COC(=O)/C=C1\S/C(=N\N=C\CC(=O)OC)NC1=O,9%,.,9%,-3%,.,7%,.,-3%
CCn1c(SCC(=O)Nc2nccs2)nnc1-c1ccc(S(=O)(=O)N2CCCCCC2)cc1,-1%,-15%,2%,-3%,-40%[inhibitor],0%,?,-14%
CSc1ccccc1NC(=O)c1cccnc1,10%,?,-6%,-5%,0%,2%,-8%,-8%
CC1(C)CC(=O)C/C(=N\NC(=O)CCc2ccc(S(=O)(=O)N3CCOCC3)cc2)C1,0%,?,6%,-1%,8%,-3%,-16%[46 µM],i
Cc1c(Br)c([N+](=O)[O-])nn1CC(=O)c1ccccc1,12%,5%,-7%,1%,-15%,7%,0%[46 µM],20%
O=C(CCC1CCCCC1)Nc1ccc(S(=O)(=O)Nc2nccs2)cc1,7%,?,0%,-9%,-11%,8%,-1%,-5%
O=C(NCC1CCCO1)c1ccc(S(=O)(=O)N2CCCCC2)cc1 (stereo not drawn),-8%,-9%,7%,0%,-8%,5%,2%,-4%
CC[N+](CC)(CC=C(C)C)CC(=O)OC,14%,8%,-4%,-1%,.,-11%,-4%[46 µM],-4%
COc1ccc(-c2cc(C(F)(F)F)nc(SCC(=O)Nc3cc(C)on3)n2)cc1OC,12%,?,-10%,1%,-3%,?,14%,-6%
NC(CCC(=O)NCS(=O)(=O)O)C(=O)O (stereo not drawn),6%&5%,6%&4%,-2%&5%,-1%&-4%,2%&-9%,-12%,-19%,-10%&8%
O=c1cc(-c2ccccc2Cl)oc2c([N+](=O)[O-])ccc(O)c12,-12%[88.7 µM],0%,-5%,?,.,.,.,i
CCOC(=O)C1CCN(C(=O)CSc2cc(=O)n(CC)c3ccccc23)CC1,4%,?,-8%,0%,?,-15%,-14%,-5%
CC1CCCC(NC(=O)C2CCN(S(=O)(=O)N3CCC4(CC3)OCCO4)CC2)C1C (stereo not drawn),3%,?,-11%,-2%,-15%,10%,2%,19%
CCCC(C(=O)NC(C)(C)C)N(C(=O)c1snc(C(N)=O)c1N)c1ccc2c(c1)OCCO2 (stereo not drawn),14%,-8%,-2%,-1%,-19%,?,.,-1%
O=S(=O)(NCc1c(Cl)cccc1Oc1ccccc1)c1ccccc1,-5%,.,7%,5%,.,7%,.,-16%
C1CNCCNCCCNCCNC1,9%,5%,-9%,-4%,-44%[inhibitor],3%,-9%,-8%

# Next section.
SMILES,GoLoco inh red,ALDH1A1 block,TRb SRC2 PPI,TR SRC2 fluor cs,SMN2 splice enh,KDM4E inh,Lamin A splicing,RECQ1 inh
O=C(O)CC(Cc1ccc(Cl)cc1)C(=O)NCc1ccccc1 (stereo not drawn),3%,0%,-2%,-13%,-5%,1%,-10%,1%
COc1cc(C2CC(=O)N(CC(=O)NCC3CCCO3)c3ccccc3S2)cc(OC)c1OC (stereo not drawn),-10%,?,-10%,-2%,6%,3%,.,i
COC(=O)c1ccc(Nc2cc(C)nc(-c3ccccc3O)n2)cc1,3%,2%,-12%,-2%,-12%,-114%,6%,0%
Cc1nn(C)c(Cl)c1CN1CCCC(CCC(=O)NCc2ccccc2F)C1 (stereo not drawn),28%,6%,4%,-2%,-27%,-10%,.,-2%
O=C(NN1C(=O)c2ccccc2NC1c1ccc([N+](=O)[O-])o1)c1ccc(Br)cc1 (stereo not drawn),8%,3%,0%,-2%,1%,?,.,3%
CCCC1OC23CCCCC2C(C#N)(C#N)C1(C#N)C(=N)O3 (stereo not drawn),-121%,?,-1%,5%,-37%[inhibitor],?,-2%,5%
O=C(COC(=O)c1ccc(-c2nnc(-c3ccccc3)o2)cc1)c1ccccc1,0%,12%,7%,1%,2.8µM*,-13%,0%,-2%
Cc1ccc2[nH]c(=O)c(C(c3nnnn3Cc3ccccc3)N3CCc4ccccc43)cc2c1 (stereo not drawn),57%[activator],?,10%,2%,-15%,?,11%,22%
O=c1c2ccccc2nc2ccc(NCc3cccs3)nn12,15%,-14%,6%,-2%,16µM*,?,.,-15%
CN(C)S(=O)(=O)c1cccc(NC(=O)c2cc(=O)[nH]c3ccccc23)c1,12%,-14%,7%,2%,-8%,?,5%[46 µM],i
COc1cccc2sc(/N=C/N(C)C)nc12,12%,.,0%,-1%,.,1%,.,0%
CCc1sc(C(=O)NC)cc1Br,7%,1%,-1%,3%,10%,-1%,17%,17%
OCc1ccccc1OCCOc1ccc(Cl)c2cccnc12,9%,-12%,-9%,-1%,29%,?,-12%,0%
CC(C)(C)C(=O)Nc1ccccc1C(=O)NCCCn1ccnc1,-3%,10%,2%,-1%,27%,1%,-2%[46 µM],-12%
CC(=O)c1ccccc1OC(=O)c1c(F)cccc1F,1%,.,9%,2%,.,-9%,.,-5%
O=C(O)c1ccccc1C(=O)NNc1ccc(Cl)cc1,8%,?,-4%,-1%,10%,-12%,8%,9%
COc1cc(C=O)ccc1OC(=O)c1ccncc1,-13%,?,-5%,-1%,7%,?,.,i
CCCCC(=O)NNC(=S)NC(=O)CCC,-14%,-12%,-9%,-1%,6%,-3%,-11%,1%
NS(=O)(=O)c1ccc(CCNC(=O)CSc2ccc(Cl)cc2Cl)cc1,-2%,.,-6%,-2%,.,-5%,.,i
CC(C)CCNC(=O)C(=O)Nc1ccccc1,7%,4%,0%,-3%,?,4%,.,6%
Cn1c(=O)n(C)c2cc([N+](=O)[O-])c(N3CCN(C(=O)c4ccc(Cl)cc4)CC3)cc21,6%,-5%,-8%,-2%,-43%[inhibitor],9%,4%,-4%
CCOC(=O)c1ccc(NC(=O)NC(C)C2CCCO2)cc1 (stereo not drawn),-3%,-3%,6%,-2%,10%,12%,4%,1%
COc1ccc(S(=O)(=O)N2CCCN(CC(=O)C(C)(C)C)CC2)cc1,3%,20µM*,-5%,4%,-3%,-5%,-1%,8%
O=S(=O)(c1ccccc1)N1CCN(S(=O)(=O)N2CCCCC2)CC1,10%,17%,5%,0%,-18%,5%,?,-11%
COc1ccc(S(=O)(=O)N2CCN(C3CCN(Cc4ccccc4)CC3)CC2)cc1,0%,?,10%,0%,-13%,-2%,8%,-3%

# Compound profiles, from the list above. Values in the order: GoLoco inh red | ALDH1A1 block | TRb SRC2 PPI | TR SRC2 fluor cs | SMN2 splice enh | KDM4E inh | Lamin A splicing | RECQ1 inh
# COc1ccc(CC(=O)Nc2ccc3nc(SC)sc3c2)cc1OC is listed as -5% | -6% | 0% | -1% | 0% | -6% | -19%[46 µM] | i
# CCOC(=O)C1CCN(C(=O)c2ccc(Cl)c(S(=O)(=O)N3CCOCC3)c2)CC1 is listed as -5% | 4% | -1% | 2% | -6% | 2% | 9% | -13%

# (list continues)
SMILES,GoLoco inh red,ALDH1A1 block,TRb SRC2 PPI,TR SRC2 fluor cs,SMN2 splice enh,KDM4E inh,Lamin A splicing,RECQ1 inh
O=C(/C=C/c1ccc2c(c1)OCO2)NCc1ccncc1,37%[activator],.,-6%,-6%,.,?,.,i
COc1ccc(S(=O)(=O)N2CCCCCC2)cc1C(=O)OCc1c(C)noc1C,7%,14µM*,3%,3%,-3%,2%,-3%,-14%
O=C(CNS(=O)(=O)c1ccccc1)N/N=C\c1ccc(Cl)cc1,0%,-5%,-6%,-53%,2%,11%,-19%,-8%
Cc1cc(Nc2ccc(Cl)cc2)nc(NCc2ccccc2)n1,5%,-2%,4%,-6%,-25%,?,?,-5%
COC(=O)c1cc(NC(=O)CN(c2ccc3c(c2)OCO3)S(C)(=O)=O)ccc1Cl,0%,2%,0%,-2%,-10%,9%,?,i
Cc1nc2ccc(C(=O)N/N=C/c3cc([N+](=O)[O-])ccc3O)cc2[nH]1,16%,?,-2%,-8%,8%,35µM*,.,i
CC1CCN(C(=O)c2ccc(COc3ccccc3Cl)o2)CC1,-2%,?,-15%,-1%,12%,1%,-2%,-25%
Cc1ccc(N2C(=O)C3C(c4ccccc4)N4CCCN4C3(C)C2=O)cc1 (stereo not drawn),13%,8%,2%,2%,-1%,-10%,11%,i
CCOC(=O)C1CCN(C(=O)CSc2ccc(Br)cc2)CC1,6%,32µM*,2%,-2%,-2%,2%,18%[46 µM],i
Fc1cccc(Cl)c1Cn1nnc2c(NCc3ccncc3)ncnc21,56%[activator],?,1%,-1%,.,?,?,-2%
COC(=O)c1ccc(SC2CCCCC2)c([N+](=O)[O-])c1,2%,-17%,1%,1%,7%,1%,21%,i
Cc1c(Br)c([N+](=O)[O-])nn1CC(=O)Nc1ccc(CC#N)cc1,-5%,4%,-2%,-1%,4%,3%,.,i

# A portion of the library (hit frequency here may not be typical).
